# Screens: PubChem, several laboratories
# CAL PDZ FP-1 = inhibitors of human CAL PDZ peptide binding | Q9HD26 | purified CAL PDZ, TMR-peptide fluorescence polarization, 1 h | inhibition, % at 24.9 µM | 0.92% of 300,000 active | AID 602252;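 active means mean inhibition of at least 30% with at least half of replicates also reaching 30%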;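 further: 0% = DMSO neutral control and 100% = excess unlabeled competitor peptide PRC23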
# Rtt109 Vps75 = blocks Candida albicans Rtt109/Vps75 acetyltransferase activity; Q5AAJ8; inhibition, % at 34.9 µM; AID 540336; purified Rtt109/Vps75, ThioGlo CoA-SH fluorescence, 4 h; 0.16% of 330,000 active;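 active means inhibition of at least 50% in every replicate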
# Target sequence (Q5AAJ8 whole entry, looked up): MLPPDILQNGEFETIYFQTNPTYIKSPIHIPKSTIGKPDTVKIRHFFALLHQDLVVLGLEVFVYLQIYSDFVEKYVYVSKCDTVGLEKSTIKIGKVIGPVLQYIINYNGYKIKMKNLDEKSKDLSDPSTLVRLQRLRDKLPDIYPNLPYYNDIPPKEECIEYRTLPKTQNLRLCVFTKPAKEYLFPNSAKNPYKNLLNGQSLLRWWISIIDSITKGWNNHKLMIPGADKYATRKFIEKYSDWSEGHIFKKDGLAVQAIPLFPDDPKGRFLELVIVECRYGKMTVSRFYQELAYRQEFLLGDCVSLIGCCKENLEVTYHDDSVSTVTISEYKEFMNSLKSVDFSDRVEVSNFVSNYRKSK
# RTF Ca sens act = cardiac RTF calcium sensitization | P19429+P45379 | IANBD-labeled TnC RTF fluorescence at EC20 calcium; 0% EC20 calcium, 100% full calcium | activation, % at 7.2 µM | 0.24% of 340,000 active | AID 493008;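 active means activation above the mean over all tested compounds plus 3 SD, cut at about 30% in these data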;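 further: rise in fluorescence read as greater calcium sensitivity of cardiac thin filaments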
# CAL PDZ FP-2 = blocks peptide binding to human CAL PDZ domain; AID 504414; inhibition, % at 20 µM; Q9HD26; 0.02% of 330,000 active; purified CAL PDZ, TMR-peptide fluorescence polarization, 1 h;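 active means highest replicate inhibition of at least 40%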;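 further: plate controls were DMSO neutral control wells for no effect and unlabeled competitor peptide control wells for full effect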
#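 material = purified tagged CAL PDZ domain construct (CerCALP) | buffer or medium = sodium phosphate/NaCl buffer pH 7.4 with TCEP, IgG, Thesit | reagent = TMR-labelled reporter peptide T*-PRC34 bound in PDZ groove | incubation = 1 h room-temperature incubation prior to read | measured by = fluorescence polarization (mP) | evaluation = percent inhibition from loss of millipolarization | control set = unlabelled peptide and DMSO controls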
# Wnt act = activates Wnt/beta-catenin signaling in a reporter cell assay. activation, % at 9.35 µM. activator, plate reader. AID 743398. 1.2% of 300,000 active; in the data active means activation above about 30%, passing the limit was not always enough;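 further: 0% = neutral control wells and 100% = positive control wells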
# CDK5 p35 inh = blocks human CDK5/p35 kinase activity. inhibition, % at 10 µM. Q00535+Q15078. 0.01% of 330,000 active. Recombinant CDK5/p35, ADP-Glo luminescence, 60 min;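 active means highest replicate inhibition of at least 50% and at least 75% of replicates reaching 50%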;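 further: plate controls were DMSO neutral control for no effect and GW8510 at 10 µM for full effect; many of its hits are not listed in these tables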
# Tat transport = blocks Tat-dependent protein export in E. coli; inhibition, % at 10 µM; E. coli MC4100 TorA-mCherry Tat export, fluorescence; 0.036% of 340,000 active;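 active means mean replicate inhibition at least 50% and at least half of replicates individually reaching 50%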;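 further: exported cargo escapes ClpAP degradation while cytoplasmic cargo is degraded and loses fluorescence; 0% = median of neutral control wells and 100% = median of NaSCN control wells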
# dFosB act = enhances mouse delta FosB homodimer DNA binding. purified delta FosB, TAMRA-CDK5 oligo fluorescence polarization; percent of positive-control signal above neutral wells. activation, % at 25 µM. 0.99% of 340,000 active. AID 493131;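 active means mean activation above about 17%, with every replicate also reaching it, limit read from the data, passing the limit was not always enough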;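 further: fluorescence polarization rise as delta FosB binds a TAMRA Cdk5 AP-1 oligo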
# Target sequence (P13346 whole entry, looked up): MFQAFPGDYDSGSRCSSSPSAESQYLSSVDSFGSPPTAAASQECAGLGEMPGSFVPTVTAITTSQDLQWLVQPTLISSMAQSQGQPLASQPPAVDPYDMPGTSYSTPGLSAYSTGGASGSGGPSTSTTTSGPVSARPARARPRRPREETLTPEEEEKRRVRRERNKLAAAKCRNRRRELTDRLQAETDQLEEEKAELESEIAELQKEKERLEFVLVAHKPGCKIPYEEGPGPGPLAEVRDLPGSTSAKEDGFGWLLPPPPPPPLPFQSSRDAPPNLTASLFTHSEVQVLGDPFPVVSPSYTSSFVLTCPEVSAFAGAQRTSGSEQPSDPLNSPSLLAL
# MITF TRPM1 HTS = increases MITF-driven TRPM1 promoter luciferase signal | SK-MEL-5 TRPM1-promoter luciferase, 24 h; % of positive control, neutral wells = 0 | activation, % at 12.5 µM | 0.75% of 300,000 active | AID 588334;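 active means mean activation of at least 80% with every replicate also reaching 80%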;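 further: 0% = neutral control wells and 100% = parthenolide positive control wells; values of inactives mirror those of a sister screen read the other way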
# V-ATPase pHluor = yeast V-ATPase proton transport regulation by pHLuorin | response, % at 10 µM | AID 504577 | S. cerevisiae, pHLuorin cytosolic pH fluorescence | 0.37% of 350,000 active; in the data active means response mostly above about 7.3%, no sharp cut-off; inactive means mostly below about 5.4%; further: actives read high; inactives centre near 0; some compounds called inactive have numbers as strong as hits
# * = called active by the depositor; / = not tested or not shown.
SMILES,CAL PDZ FP-1,Rtt109 Vps75,RTF Ca sens act,CAL PDZ FP-2,Wnt act,CDK5 p35 inh,Tat transport,dFosB act,MITF TRPM1 HTS,V-ATPase pHluor
COc1ccc(CN2CCNC(=O)C2CC(=O)NCc2cn[nH]c2-c2ccccc2)c(F)c1 (configuration not stated),-4,9,3,-0.7,0,-0.1,1,3,7,-1
Cc1ccc(S(=O)(=O)N2CCCC2)cc1C(=O)N1CCN(Cc2ccccc2)CC1,-3,-6,-1,-2.1,-5,-0.7,-3,-5,1,6
CC(NC(=O)C1CCN(C(=O)Nc2ccccc2)CC1)c1ccccc1Cl (configuration not stated),/,-1,0,-0.3,1,-0.8,-11,-13,4,2
COc1ccc(C(C)=O)cc1Cn1c(=O)cc(C)[nH]c1=O,/,-1,-2,-0.1,-1,1.9,-10,2,-1,-1
CCC1(c2ccccc2)NC(=O)N(CC(=O)Nc2nnc(C3CC3)s2)C1=O (configuration not stated),/,2,2,0.0,-3,-1.1,-3,-7,-6,1
COc1cc2c(cc1OC)CN(c1nc(CN3CCOCC3)nc3sc4c(c13)CCC(C)C4)CC2 (configuration not stated),-4,3,7,-1.6,/,-0.5,17,1,-17,1
CCOC(=O)C1CCN(C(=O)COC(=O)c2ccccc2C(=O)c2ccc(Cl)cc2)CC1,-2,-1,4,-2.3,-3,-0.1,3,-8,-2,-5
Cn1c(NC(=O)c2ccccc2)c(-c2ccccn2)c(=O)c2ccccc21,/,0,2,2.0,-4,-0.7,7,4,-3,-1
Cc1onc(-c2c(Cl)cccc2Cl)c1C(=O)Nc1nccs1,-2,6,2,-3.5,-2,1.6,-5,-5,-9,5
CCCN(CC(=O)Nc1ccccc1OC)C(=O)c1ccc2c(c1)NC(=O)C(C)S2 (configuration not stated),-3,4,-1,-1.6,-2,-3.6,-1,-9,-6,0
COc1ccc(C2CC(C)=C(C#N)S(=O)(=O)C2C#N)cc1 (configuration not stated),/,1,1,-0.8,5,1.2,11,4,/,-1
CN1C(=O)c2cccc3c(S(=O)(=O)NCc4ccco4)ccc1c23,0,-33,2,-1.6,/,2.0,-4,-11,-14,-4
COc1ccc(/C=C(\NC(=O)c2ccc([N+](=O)[O-])cc2)C(=O)NCCN2CCOCC2)cc1,-1,21,-3,-0.4,0,2.6,-7,-4,2,-2
Cc1cc(C)c(C(=O)COC(=O)CCn2c(C)csc2=O)cc1C,-4,-2,-5,-2.0,0,-0.6,0,-3,56,5
CCn1c(SCC(=O)N2CCOCC2)nc(O)cc1=O,-3,-4,0,-1.1,-1,-0.8,-1,0,6,1
COc1ccc(CCNc2cc(C)nc3c(-c4ccc(Cl)cc4)cnn23)cc1OC,3,-6,-8,0.0,/,-1.2,4,-15,-3,-1
CCN1C(=O)N[C@@H](c2cccc(F)c2)C(C(=O)OC)=C1C,-2,1,2,-0.7,-3,0.4,2,6,-15,-3
Cc1ccc(S(=O)(=O)N2CCN(C(=O)COC(=O)Cc3ccc(F)cc3)CC2)c(C)c1,0,-1,3,-1.3,-5,0.7,3,-11,-2,-5
CN(C(=O)c1cccc(NC(=O)C2CCCN(C(=O)OC(C)(C)C)C2)c1)C1CCC1 (configuration not stated),0,8,1,1.2,-1,1.0,2,-10,-19,1
CCN(CC)S(=O)(=O)c1ccc(C)c(NC(=O)COC(=O)c2ccc(C)c(S(=O)(=O)N3CCOCC3)c2)c1,-5,-1,2,-0.6,-5,-0.9,11,-2,/,-3

# Whole records from above. Order of screens: CAL PDZ FP-1 | Rtt109 Vps75 | RTF Ca sens act | CAL PDZ FP-2 | Wnt act | CDK5 p35 inh | Tat transport | dFosB act | MITF TRPM1 HTS | V-ATPase pHluor
# Listed for `CCN1C(=O)N[C@@H](c2cccc(F)c2)C(C(=O)OC)=C1C` → -2 | 1 | 2 | -0.7 | -3 | 0.4 | 2 | 6 | -15 | -3
# Listed for `COc1ccc(CCNc2cc(C)nc3c(-c4ccc(Cl)cc4)cnn23)cc1OC` → 3 | -6 | -8 | 0.0 | / | -1.2 | 4 | -15 | -3 | -1
# Listed for `COc1ccc(/C=C(\NC(=O)c2ccc([N+](=O)[O-])cc2)C(=O)NCCN2CCOCC2)cc1` → -1 | 21 | -3 | -0.4 | 0 | 2.6 | -7 | -4 | 2 | -2
# Listed for `CN1C(=O)c2cccc3c(S(=O)(=O)NCc4ccco4)ccc1c23` → 0 | -33 | 2 | -1.6 | / | 2.0 | -4 | -11 | -14 | -4

# The results go on.
SMILES,CAL PDZ FP-1,Rtt109 Vps75,RTF Ca sens act,CAL PDZ FP-2,Wnt act,CDK5 p35 inh,Tat transport,dFosB act,MITF TRPM1 HTS,V-ATPase pHluor
CC(C)C(NC(=O)C1CCCCC1)C(=O)Nc1ccccn1 (configuration not stated),-5,3,10,-0.6,/,-0.3,2,-7,-7,2
COc1ccc(CN2C(=NC(=O)C3CC3)SC3CS(=O)(=O)CC32)cc1 (configuration not stated),/,-12,3,-0.5,0,1.0,-3,-3,-4,0
CCc1ccc(OCC(=O)NC(NC(=S)Nc2ccccc2C)C(Cl)(Cl)Cl)cc1 (configuration not stated),-12,0,-10,-3.0,-2,-0.1,-10,3,-15,0
Cc1cc(C)nc(NS(=O)(=O)c2ccc(NS(=O)(=O)c3ccccc3)cc2)n1,-2,-2,-6,-1.8,-2,3.4,-8,2,-12,-2
Cc1cccc(NC(=O)c2cc(N3CCOCC3)nc3ccccc23)c1,0,-16,12,-1.0,/,1.6,13,-10,-6,-2
Cc1ccc(S(=O)(=O)NCC(=O)OC(C)C(=O)NCc2ccc3c(c2)OCO3)cc1 (configuration not stated),0,0,-7,-2.8,6,1.3,-4,-4,-1,-5
CC(Oc1cc2oc(=O)c3c(c2cc1Cl)CCC3)C(=O)NCCCN1CCCC1=O (configuration not stated),-3,0,1,-2.7,0,/,-3,-9,8,-1
CCN(C(=O)c1cc2cccc(OC)c2oc1=O)c1ccccc1,1,5,-8,-0.2,/,-1.7,2,-7,-11,-1
O=C1CCC(C(=O)N2CCN(c3ccccc3Cl)CC2)CN1CC1CCCCC1 (configuration not stated),-2,4,0,-1.8,-1,0.4,-11,-16,-5,1
N#Cc1cn(Cc2cccc(Cl)c2)c2ccccc12,-3,4,1,0.0,/,1.2,-3,-5,-1,1
Fc1ccccc1CSc1nncn1NCc1cccs1,-4,2,-4,-0.6,-2,-0.6,-16,3,3,-6
Cc1nn(C)c(=S)n1-c1ccc(Cl)cc1,/,-9,2,-0.7,-1,-0.3,0,-2,0,-2
CCN1CCCC1CNC(=O)Cn1ncc2c(=O)oc3ccc(C)cc3c21 (configuration not stated),-1,3,1,0.9,2,1.1,-1,-4,1,-1
Nc1cc(C(F)(F)F)ccc1N1CCOCC1,4,-8,-3,0.6,-1,1.4,-3,-1,-1,-4
COc1ccc(N2CCN(CC(=O)c3ccc(O)cc3O)CC2)cc1,-1,0,-7,-1.8,0,-3.0,-1,-6,2,-3
O=C(CSc1nc2[nH]c(=O)cc(O)c2s1)Nc1nncs1,/,-1,0,-0.2,3,-0.4,-5,-20,10,-4
COCCNC(=O)c1ccc2c(=O)n(CCOC)c(=O)[nH]c2c1,1,-8,-3,0.2,-7,-1.4,-5,-2,-4,-3
CC(C)c1ccc(C(=O)NN2C(=O)C3CCCCC3C2=O)cc1 (configuration not stated),3,2,2,-0.6,16,1.0,-2,-4,53,1
COc1ccccc1C(=O)NC(=S)Nc1ccccc1N1CCCCC1,0,-14,-3,-1.8,7,0.9,0,-13,-30,0
CCOC(=O)c1sc2nc3n(c(=O)c2c1C)CCC(C)CC3 (configuration not stated),-3,12,-11,-2.2,6,0.8,4,-26,57,6
CCCCN(C(=O)NC(=O)Nc1ccccc1OCC)S(C)(=O)=O,8,-10,-3,-0.3,/,-0.1,1,-2,-12,-5
CCOc1ccc(S(=O)(=O)N2CCCCC2)cc1NC(=O)c1c(CC)noc1C,-5,-2,1,-2.3,3,-0.3,-8,-8,-7,0
CCOC(=O)CNC(=O)CCCCCC(=O)NCC(=O)OCC,2,0,-2,-2.7,/,1.5,2,0,-4,2
CSc1ccc(-c2cccc([N+](=O)[O-])c2)nn1,-4,7,-6,-1.5,27,0.5,-4,-11,29,1
CCn1c(SC)nnc1C1CCCN(CC(=O)Nc2ccccc2N2CCOCC2)C1 (configuration not stated),-3,6,-4,-0.7,-2,0.0,5,2,-2,-1
CC(C)(C)C(=O)OC/C(N)=N/OC(=O)c1ccccc1,-4,-9,4,-0.4,-1,-1.6,-3,4,3,1
CCOc1ccccc1NC(=O)Nc1ccc(Br)cc1C,-3,5,4,-1.8,0,-1.2,-3,-6,-1,-4
COC(=O)C(C(=O)N1CCN(C)CC1)C1CCCCCC1 (configuration not stated),-3,8,1,-0.3,/,-1.1,-2,-11,-2,3
Cc1nn(C(=O)Cn2ccc([N+](=O)[O-])n2)c(C)c1Br,-2,0,5,-2.2,-3,-2.2,4,1,-1,0
C=CCn1c(SCC(=O)c2ccc(O)c(O)c2)nnc1-c1cccc(C)c1,0,7,-4,-0.3,-5,1.0,-1,-16,-1,-3
Cc1onc(-c2ccccc2)c1C(=O)NNC(=O)c1ccccc1Br,2,13,-1,-0.1,1,-1.6,5,-8,-4,9
O=C(CCC1CCCN(C(=O)c2ccncc2)C1)NCc1ccc(F)c(F)c1 (configuration not stated),2,2,23,-0.1,-1,-7.2,-1,-4,1,4
Cc1nnc2c(N3CCN(CCO)CC3)nc3ccccc3n12,0,-11,-1,0.1,-1,2.9,1,1,-4,0
CCCc1cc(-c2n[nH]c(=S)n2CC)c2ccccc2n1,0,6,2,-0.2,/,5.0,-5,-14,-5,1
Cc1nc2nc(Cc3ccccc3)[nH]n2c(=O)c1Cc1ccccc1,-7,-23,1,-0.8,-1,0.0,-4,-7,2,-2
CNc1cc(C)nc(-n2nc(C)cc2C)n1,-2,-22,-4,-0.6,/,-0.2,4,2,16,4
Cn1c(CCNC(=O)c2ccccc2F)nnc1SCC(=O)Nc1nncs1,4,-8,-5,-2.5,0,-3.6,-4,-9,6,-3
COc1ccc(CN2CCC(=O)N([C@H](CO)CC(C)C)CC2)cc1,-3,3,9,-0.4,-4,-1.9,-2,4,3,3
CCCn1c(C2CCCN2c2nc(-c3ccc(OC)cc3)cs2)nc2ccccc21 (configuration not stated),1,-7,-2,0.6,/,0.0,1,-4,-16,-2
O=C(Oc1ccc2c(c1)OCO2)c1cc2c(s1)CCC2,1,2,-12,0.1,-29,0.6,-5,0,-9,-4
O=C(Nc1cccc(C(F)(F)F)c1)NC1CCN(S(=O)(=O)c2ccc(F)cc2)CC1,-2,-4,-1,-2.5,/,0.6,0,-7,-13,4
CCOC(=O)N1CCN(C(=O)CN(c2ccccc2OC)S(=O)(=O)c2ccc(C)cc2)CC1,0,10,4,-1.6,-3,2.2,-9,-6,-10,-2
Cc1ccc(S(=O)(=O)N2CCN(C(=O)COC(=O)c3c(C)cc(C)cc3C)CC2)c(C)c1,-3,4,1,-1.5,-2,0.1,8,-6,-5,3
Cc1ccc(OCC(=O)NNC(=O)C2CC(=O)N(c3ccc4c(c3)OCCO4)C2)cc1 (configuration not stated),-4,8,6,-0.4,-7,-0.7,6,-10,-6,1
CCN(CC)S(=O)(=O)c1ccc(N2CCN(c3ccccc3O)CC2)nc1,0,8,-2,-3.3,-2,1.3,15,-8,-14,1

# Compounds were not picked by outcome; about 4.1% have a hit in one of these screens.
